AmpC inh no detg = qHTS Inhibitors of AmpC Beta-Lactamase (assay without detergent); Potency, µM (highest dose often 57.1 µM), for inactives: at the top dose activity change, negative = inhibition, actives largely listed as inhibitors; 330,000 tested, 0.52% active; AmpC nitrocefin hydrolysis, absorbance 480 nm, 0.0001% Triton; AID 485341, 2010;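 also: potency is read from the fitted curve at half-maximal effect; plate controls were no compound for no effect and no enzyme for full effect; nearly all actives have a fitted effect of over 20% in size; some results filed as inactive show a strong effect at the top dose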
Target sequence (P00811 whole entry, looked up): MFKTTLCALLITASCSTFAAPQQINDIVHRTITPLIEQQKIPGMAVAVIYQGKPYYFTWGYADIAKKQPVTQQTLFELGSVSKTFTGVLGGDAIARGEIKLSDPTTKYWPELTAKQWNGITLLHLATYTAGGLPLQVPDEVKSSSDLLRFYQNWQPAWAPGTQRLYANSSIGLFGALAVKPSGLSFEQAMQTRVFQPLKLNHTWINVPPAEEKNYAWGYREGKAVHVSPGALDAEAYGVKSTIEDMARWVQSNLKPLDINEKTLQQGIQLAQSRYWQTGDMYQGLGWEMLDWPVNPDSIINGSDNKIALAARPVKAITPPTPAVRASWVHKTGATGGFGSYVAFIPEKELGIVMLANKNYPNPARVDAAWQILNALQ
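AmpC (5.3 nM in the dispensed reagent) in 20 mM phosphate pH 7.0 with 0.01% (detergent screen) or 0.0001% Triton X-100 was preincubated with compounds for 15 min at room temperature. Nitrocefin was then added from an 800 uM solution, and hydrolysis was followed at 480 nm.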
TbPYK inhibitor = qHTS of Trypanosoma Brucei Inhibitors. pyruvate kinase (Trypanosoma brucei), Q57TT1. TbPYK enzyme, Kinase-Glo Plus ATP luminescence, 45 min. Potency, µM (series often up to 76.8 µM), inactives show top-dose activity, negative = inhibition, actives largely listed as inhibitors. 410,000 tested, 0.12% active; also: potency is read from the fitted curve at half-maximal effect; % is scaled to controls: 0 for no effect and ±100 for the full control effect; nearly all actives have a fitted effect of over 50% in size
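Luminescence from Kinase-Glo Plus, added after a 45-minute room-temperature reaction, served as the end-point read-out. The enzyme and substrate were preincubated with compound before ADP (130 uM final) initiated turnover. Concentration-effect curves came from normalized qHTS data.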
Pf growth 48h = Primary qHTS for delayed death inhibitors of the malarial parasite plastid, 48 hour incubation; P. falciparum luciferase growth in erythrocytes, 48 h; Potency, µM (doses to about 28.7 µM), for the others: top-dose activity change, negative = inhibition, most hits filed as inhibitors; 310,000 tested, 5.9% active; also: potency is read from the fitted curve at half-maximal effect; % is scaled to controls: 0 for no effect and ±100 for the full control effect
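Luciferase-expressing P. falciparum in infected erythrocytes (2% hematocrit, 0.1% parasitemia final) in RPMI 1640/0.5% Albumax were exposed to compound for 48 hours at 37 C, 5% CO2; growth read as luminescence.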
CHX counter = Cycloheximide Counterscreen for Small Molecule Inhibitors of Shiga Toxin | AID 2314, 2010 | cell reporter, cycloheximide protein synthesis inhibition counterscreen | max response, % | 300,000 tested, 12% active; in the data active = max response mostly above about 13%, no sharp cut-off; inactive = mostly below about 14%; also: read at 38.3 µM for the half of the compounds with a filed dose; 0% is about no effect
Shiga toxin inh = A qHTS for Small Molecule Inhibitors of Shiga Toxin | Vero cells, Shiga toxin protein synthesis inhibition reporter | inhibition, % at 38.7 µM | 290,000 tested, 9.2% active; in the data active = inhibition mostly above about 28%, no sharp cut-off; inactive = mostly below about 43%; also: 0% is about no effect
LmPK inh = qHTS Assay for Inhibitors of Leishmania Mexicana Pyruvate Kinase (LmPK) | purified LmPK, Kinase-Glo ATP luminescence, 1 h | Potency, µM (top dose mostly 57.5 µM), for the others: top-dose activity change, negative = inhibition, most hits filed as inhibitors | 290,000 tested, 0.37% active | AID 1721, 2009; also: potency is read from the fitted curve at half-maximal effect; % is scaled to controls: 0 for no effect and ±100 for the full control effect
Target sequence (Q27686 whole entry, looked up): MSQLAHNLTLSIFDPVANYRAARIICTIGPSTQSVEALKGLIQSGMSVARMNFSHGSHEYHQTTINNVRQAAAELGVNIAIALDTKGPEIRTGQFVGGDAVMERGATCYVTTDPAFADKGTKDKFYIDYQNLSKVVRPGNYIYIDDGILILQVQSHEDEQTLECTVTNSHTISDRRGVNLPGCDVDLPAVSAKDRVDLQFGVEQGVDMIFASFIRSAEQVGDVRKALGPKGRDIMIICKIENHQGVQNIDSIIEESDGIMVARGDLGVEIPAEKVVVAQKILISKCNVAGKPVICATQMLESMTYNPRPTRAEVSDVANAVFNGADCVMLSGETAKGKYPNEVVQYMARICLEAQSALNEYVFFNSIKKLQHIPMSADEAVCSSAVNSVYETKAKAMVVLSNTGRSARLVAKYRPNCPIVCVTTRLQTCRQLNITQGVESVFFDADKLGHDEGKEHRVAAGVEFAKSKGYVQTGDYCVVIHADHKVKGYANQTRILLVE
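Purified LmPK (0.1 nM) with 0.5 mM PEP and 0.1 mM ADP in imidazole buffer pH 7.2 with MgCl2/KCl, 1 h at room temperature. ATP formed was read by luciferase luminescence and normalized to no-enzyme and uninhibited controls.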
Pf growth 96h = Primary qHTS for delayed death inhibitors of the malarial parasite plastid, 96 hour incubation. P. falciparum luciferase reporter growth, 96 h. Potency, µM (highest dose often 28.7 µM), for inactives: at the top dose activity change, negative = inhibition, actives largely listed as inhibitors. 320,000 tested, 6.9% active. AID 504834, 2011; also: potency is read from the fitted curve at half-maximal effect; % is scaled to controls: 0 for no effect and ±100 for the full control effect
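Parasite growth measured via integrated firefly luciferase reporter in P. falciparum. Infected erythrocytes at 2% hematocrit, 0.05% parasitemia final were treated 96 hours at 37 C under 5% CO2, and luminescence was read.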
An asterisk follows results filed as active; ? = inconclusive; / = no result given; & = joins results of further samples; [ ] = another dose, or the depositor's remark. Unless noted, calls follow the shape of the dose curve; as a rule, active = well fitted curve in the direction sought with a large enough effect; inconclusive = small, poorly fitted or top-dose-only effect, or another doubt; inactive = no such curve, though single readings can be large; an effect the other way counts as inactive or inconclusive.

No.	Compound	AmpC inh no detg	TbPYK inhibitor	Pf growth 48h	CHX counter	Shiga toxin inh	LmPK inh	Pf growth 96h
1	O=[N+]([O-])/C(=C\Nc1ccccc1)S(=O)(=O)c1ccccc1	-24.1%	-3.9%	30.9%[activator]	-1.0	-17.9	3.2%	47.2%[activator]
2	COc1ccccc1-n1c(SCC(=O)Nc2ccc3c(c2)OCO3)nc2c(c1=O)SCC2	?	-0.2%	?	0.3	7.2	-1.6%	0.7%
3	O=C(Cc1c(F)cccc1Cl)Nc1ccc(S(=O)(=O)NCC2CCCO2)cc1 (centres undefined)	-19.0%	0.7%	-6.0%	-3.2	-6.0	-1.9%	0.0%
4	O=C(NCC(c1ccco1)N1CCc2ccccc2C1)c1cccc(Br)c1 (centres undefined)	-23.0%	4.4%	-14.3%	/	/	/	-7.0%
5	CCNC(=S)N(CCN(C)C)Cc1cc2cc3c(cc2[nH]c1=O)OCO3	-11.6%	1.8%	3.2%	-0.3	9.1	-2.6%	?
6	Cc1ccc(S(=O)(=O)NNC(=S)Nc2ccccc2)cc1	-26.7%	-5.3%	26.4%	23.5*	23.0	3.8%	/
7	Cc1ccc(NC(=O)CN2C(=O)NC3(CCCc4ccccc43)C2=O)cc1S(=O)(=O)N1CCOCC1 (centres undefined)	3.9%	-17.3%	0.0%	-2.9	-2.8	3.1%	-15.7%
8	COc1ccc(-n2c(C)cc(C(=O)COc3ccc(-n4cnnn4)cc3)c2C)cc1	-5.6%	-4.9%	-13.6%	-3.2	-16.2	7.2%	23.8%
9	COc1ccc(NC(=O)C2C3C=CC4(O3)C2C(=O)N(CCN2CCCCC2C)C4C(=O)NC2CCCC(C)C2C)cc1 (centres undefined)	154.0%[activator]	8.6%	-26.2%	-0.7	-7.4	-1.7%	?
10	Nc1ccc2oc(-c3ccccc3Cl)nc2c1	-30.1%	-17.1%	82.7%[activator]	20.6*	36.1*	?	31.8%[activator]
11	O=C1CS/C(=N/N=C/c2ccccc2)N1Cc1ccco1	-18.3%	4.9%	19.2%	25.1*	44.5*	-0.5%	41.7%[activator]
12	Cn1c(=O)[nH]c(=O)c2c1nc(NCc1ccco1)n2Cc1ccccc1Cl	-17.4%	0.2%	-12.5%	7.1	-12.7	6.2%	-33.1%

Rewritten with values under each structure: 2 of the compounds above
Values run as follows: AmpC inh no detg, TbPYK inhibitor, Pf growth 48h, CHX counter, Shiga toxin inh, LmPK inh, Pf growth 96h
4: O=C(NCC(c1ccco1)N1CCc2ccccc2C1)c1cccc(Br)c1 (centres undefined)
  -23.0%, 4.4%, -14.3%, /, /, /, -7.0%
5: CCNC(=S)N(CCN(C)C)Cc1cc2cc3c(cc2[nH]c1=O)OCO3
  -11.6%, 1.8%, 3.2%, -0.3, 9.1, -2.6%, ?

More entries.
No.	Compound	AmpC inh no detg	TbPYK inhibitor	Pf growth 48h	CHX counter	Shiga toxin inh	LmPK inh	Pf growth 96h
13	COc1cccc(CSc2nnc(-c3ccncc3)n2C)c1	-4.4%	-16.6%	5.0%	-1.7	-5.4	-7.3%	-15.3%
14	O=C1c2ccccc2C(=O)N1CCCCSc1nnc(-c2ccc(OC(F)F)cc2)o1	-25.5%	3.0%	-24.0%	2.2	-12.2	-0.8%	/
15	O=C(Nc1ccc([N+](=O)[O-])cn1)C1CC2CCC1C2 (centres undefined)	-24.3%	-3.0%	53.7%[activator]	13.0	17.1*	-2.6%	59.2%[activator]
16	O=[N+]([O-])c1ccc(-c2ccc(/C=N/c3c(-c4ccco4)nc4ccccn34)o2)cc1	-14.6%	-10.7%	-14.8%	-3.7	-2.7	-28.2%	13.3%
17	COc1ccc(N=Nc2nc3cc(Br)c(Br)cc3n2C)c(OC)c1	94.2%[activator]	-11.7%	10.4µM*	33.7*	34.7*	22.3%	?
18	Cc1c(Cl)cccc1NC(=O)CCN1CCN(CCO)CC1	-17.7%	1.4%	19.2%	-1.1	-7.1	-9.8%	2.7%
19	CCN(Cc1ccncc1)Cc1c(O)ccc2ccccc12	-39.0%	2.8%	?	19.2	32.2	1.7%	?
20	O=C1CN(S(=O)(=O)c2ccc(F)cc2)c2ccccc2N1	-22.4%	-5.4%	42.3%[activator]	-1.1	-3.8	-7.1%	-12.2%
21	Clc1ccc(CN(Cc2ccccc2)C(c2cccs2)c2nnnn2C2CCCC2)cc1 (centres undefined)	/	0.7%	11.7µM*	-0.6	10.8	-5.3%	?
22	O=C(/C=C/c1ccc(Cl)cc1)NCCN1CCOCC1	-10.8%	-2.2%	18.5%	10.0	18.4	-4.7%	?
23	CO/N=C/NC(=O)NOCc1ncc(C(F)(F)F)cc1Cl	-13.8%	-3.2%	0.7%	5.4	-17.8	-0.1%	/
24	Clc1ccccc1Cc1noc(CN2CCSCC2)n1	35.0%	-1.0%	0.0%	12.1*	39.6	1.3%	8.5%
25	CCCn1c(=S)[nH]c2cc(C(=O)N3CCc4ccccc43)ccc2c1=O	-24.1%	4.3%	23.7%	-1.8	-2.0	-2.2%	-9.9%
26	Cc1cc(C(=O)N2CCC(CO)(Cc3cccc(C(F)(F)F)c3)CC2)n[nH]1	58.1%	-0.8%	-10.8%	7.7	1.1	1.8%	22.4%
27	N#CN=C(N)c1ccccc1	-16.5%&-3.9%	-1.1%	-6.2%&-3.4%	-4.8&-1.8	-14.8&-1.3	1.9%&4.1%	-26.9%&62.7%
28	CC1CCN(C(=O)CSc2nnc(-c3ccco3)o2)CC1	-3.6%	-6.8%	/	-2.8	-2.3	-0.1%	-1.1%
29	Cc1cc(C)c(C#N)c(SCC(=O)N2CCN(Cc3ccccc3)CC2)n1	97.5%[activator]	-3.7%	-16.6%	-4.6	-26.2	-1.5%	-13.0%
30	CCC(C)C(NC(=O)c1ccccc1NC(=O)c1ccccc1)C(=O)N1CCOCC1 (centres undefined)	-20.3%	3.9%	-3.7%	0.9	-5.7	-0.5%	-13.4%
31	COc1ccc(/C=N/Nc2nc(N)cc(Cl)n2)cc1OC	-22.5%	0.6%	13.0%	20.6*	45.9	-1.5%	?
32	O=C(NC1CC1)C1CCN(C2CCN(C(=O)c3ccc(C(F)(F)F)cc3)CC2)CC1	10.9%	22.1%	-2.5%	-1.6	0.6	-2.1%	?
33	Cc1ccc(S(=O)(=O)N2CCN(c3ncnc4scc(-c5ccc(F)cc5)c34)CC2)cc1	14.5%	-0.7%	?	/	/	/	-23.8%
34	CCOc1ccc(N2C(=O)CCC2=O)cc1	1.6%	1.1%	12.6%	-1.3	-2.5	2.4%	/
35	N#CCOc1ccccc1/C=N/n1nnnc1N	-9.5%	0.0%	6.5%	1.2	-11.0	-4.0%	362.0%[activator]
36	CCC1CCCCN1CCCNC(=O)c1cc2c(Cl)nc3ccccc3c2s1 (centres undefined)	20.1%	-2.0%&2.4%	11.7µM*	-11.5	-8.1	-3.6%	?
37	CCOC(=O)c1c(C)[nH]c(C)c1C(=O)COc1ccc(NC(=O)c2ccco2)cc1	-11.7%	-10.2%	?	-0.9	-4.2	0.4%	13.7%
38	O=C(COC(=O)c1c(F)cccc1Cl)NC1CCCCC1	-0.7%	-7.5%	114.0%[activator]	/	/	/	93.2%[activator]
39	O=C(Nc1sc2c(c1C(=O)O)CCC2)c1ccc(F)cc1	-21.1%	-3.0%	68.3%[activator]	8.4	37.4*	-25.4%	20.6%
40	CCSc1nnc(C)c(=O)n1COC(=O)c1ccc(S(=O)(=O)N2CCCC2)cc1	117.5%[activator]	-6.0%	-12.2%	5.6	18.0	-5.9%	-33.0%
41	CCCn1c(=O)c2sccc2n2c(CCCC(=O)NC3CCN(Cc4ccccc4)CC3)nnc12	3.5%	0.8%	15.2%	1.1	-5.0	-2.2%	?
42	NC(=O)c1c(NC(=O)c2ccncc2)sc2c1CCCC2	29.1%	-0.4%	47.6%[activator]	22.2*	94.6*	-0.2%	0.0%
43	COc1ccc(C(=O)NCc2nnc(SCC(=O)NCCc3ccccc3)o2)cc1	-2.7%	3.4%	27.5%	1.1	0.1	-6.8%	?
44	CNC(=O)[C@@]1(C)C=C[C@@H](Cc2ccccc2)N1C(=O)OC	-15.7%	1.5%	31.6%[activator]	21.8*	50.1	4.4%	-23.2%
45	Cc1ccc2nc(CSc3nnc(-c4ccco4)o3)cc(=O)n2c1	-19.4%	-14.5%	-19.9%	-8.8	-3.6	7.4%	/
46	COc1ccc(NC(=O)CC(C)CC(=O)NCc2ccccc2)c(OC)c1 (centres undefined)	-1.3%	-2.4%	-1.1%	0.1	-19.8	-1.7%	-6.3%
47	O=C(CN1CCN(Cc2ccccc2F)C1=O)NCCc1ccc(Cl)cc1	34.3%	0.9%	/	-4.9	-7.8	-0.9%	16.8%
48	CCCCc1nnc(NC(=O)COC)s1	-2.6%	0.9%	4.4%	-0.9	27.8	2.6%	19.6%
49	CCCCNC(=S)NNC(=O)c1ccco1	-7.3%	-1.4%	-19.1%	-0.1	9.9	2.2%	-17.7%
50	COc1ccc(N2CCN(CCCNC(=O)CCCn3c(=O)[nH]c4ccsc4c3=O)CC2)cc1	22.6%	-6.1%	-14.9%	-1.9	-6.5	-1.6%	?
51	Cc1cc(C(=O)CN2C(=O)NC(Cc3c[nH]c4ccccc34)C2=O)c(C)n1C (centres undefined)	27.6%	-4.1%	?	-1.5	14.0	0.0%	-15.9%
52	Cc1nc(CNC(=O)CC2C(=O)NCCN2Cc2cccc(Oc3ccccc3)c2)cs1 (centres undefined)	87.4%[activator]	-3.1%	-0.2%	-3.0	1.8	1.6%	?
53	CC1(C)CC(=O)C2=C(C1)OC(N)=C(C#N)C2c1cccc(OC(=O)c2ccco2)c1 (centres undefined)	?	-10.6%	-6.2%	7.1	-4.8	4.2%	2.94µM*
54	COc1ccc(C(=O)N(C)Cc2ccccn2)cc1OC1CCN(C(C)C)CC1	-15.4%	5.4%	16.4%	8.9	-12.7	-2.8%	12.4%
55	CCOC(=O)/C(=C\c1ccc([N+](=O)[O-])o1)NC(=O)c1ccccc1	/	-3.6%	/	8.4	-4.6	-1.2%	?
56	O=C1NC(=O)N(Cc2ccccc2)C(=O)/C1=C/c1cnn(-c2ccccc2)c1	-18.2%	/	39.1%[activator]	30.4*	51.3*	-1.6%	379.5%[activator]

Source: PubChem (National Center for Advancing Translational Sciences (NCATS))
